TSHR antag = blocks TSH signaling through the human TSH receptor. P16473. TSHR-expressing cells, TSH-stimulated cAMP HTRF, 2 h; active compounds read low. activity change, negative = inhibition, % at 11.5 µM. 330,000 tested, 0.2% active. AID 504810;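 active means activity change below a set negative limit, meaning inhibition stronger than a set level, cut at about -70% in these data; inconclusive means activity change between two set negative limits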; further: on the % scale 0 is the no-effect control and ±100 the full control effect
Target sequence (P16473 whole entry, looked up): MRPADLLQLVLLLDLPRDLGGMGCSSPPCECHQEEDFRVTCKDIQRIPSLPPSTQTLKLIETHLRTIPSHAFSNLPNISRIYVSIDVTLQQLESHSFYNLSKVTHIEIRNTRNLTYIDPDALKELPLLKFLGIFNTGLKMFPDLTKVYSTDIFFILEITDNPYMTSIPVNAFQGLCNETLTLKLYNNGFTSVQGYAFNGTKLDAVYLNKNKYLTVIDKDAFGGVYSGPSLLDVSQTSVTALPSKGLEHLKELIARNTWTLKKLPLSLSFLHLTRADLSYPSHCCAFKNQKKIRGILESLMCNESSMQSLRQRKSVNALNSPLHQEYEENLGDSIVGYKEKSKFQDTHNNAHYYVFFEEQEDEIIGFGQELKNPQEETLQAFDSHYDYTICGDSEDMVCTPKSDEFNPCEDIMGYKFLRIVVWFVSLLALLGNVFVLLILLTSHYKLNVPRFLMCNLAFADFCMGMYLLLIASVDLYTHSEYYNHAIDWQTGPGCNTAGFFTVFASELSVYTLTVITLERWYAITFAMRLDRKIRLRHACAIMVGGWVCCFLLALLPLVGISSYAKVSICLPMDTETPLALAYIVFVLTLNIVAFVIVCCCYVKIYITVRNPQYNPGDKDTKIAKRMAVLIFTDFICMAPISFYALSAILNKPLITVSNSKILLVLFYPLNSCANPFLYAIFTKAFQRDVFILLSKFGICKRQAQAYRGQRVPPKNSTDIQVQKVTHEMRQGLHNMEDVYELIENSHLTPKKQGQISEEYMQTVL
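TSHR-expressing cells, 200/well, pre-treated with compound, then stimulated with EC80 TSH (4nM final) for 2 hours at 37 deg C. cAMP measured by competitive HTRF: anti-cAMP cryptate antibody in lysis buffer plus cAMP-d2, read after 30 minutes at room temperature.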
Integrin act MD = integrin-mediated muscular dystrophy alleviation activation; Potency, µM (titrated, usually from 38.3 µM), for inactives: at the top dose activation, hits mostly activators; alpha7betagal myoblasts, beta-gal FDG fluorescence, 48 h; 350,000 tested, 0.064% active;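 further: potency means the concentration at half of the fitted maximal effect; 100% = response of the positive control SU9516; nearly all actives have a fitted effect of over 60% in size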
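Alpha7betagal+/- myoblasts (passage 13) were plated 16-24 hr, then exposed to compounds (1:260 dilution of DMSO stock) for 48 hours at 37C. After MPER lysis, β-galactosidase reporter activity was read as FDG fluorescence (ex 480/em 540) after 30 minutes.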
AT treatment = potential ataxia-telangiectasia treatments restoring KAP-1 phosphorylation | […] A-T fibroblasts, KAP-1 phosphorylation AlphaLISA; neocarzinostatin DNA damage 30 min before lysis | Potency, µM (series often up to 57.5 µM), without a hit: at the top dose activation, actives largely listed as activators | 320,000 tested, 0.19% active | AID 485349; further: potency means the concentration at half of the fitted maximal effect; % of control where 0% means no effect; nearly all actives have a fitted effect of over 45% in size
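ATM-like activity read as KAP-1 phosphorylation via AlphaLISA donor/acceptor antibody pairs after lysis and 6 hr at 25C. Cells were ATM-null patient fibroblasts ([…], hTERT), dosed 60 min, then exposed to the DSB inducer NCS for 30 min.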
MBNL1-CUG inh = MBNL1-poly(CUG) RNA binding inhibition. Q9NR56. TR-FRET MBNL1-His/biotin-(CUG)12 binding, 665/545 ratio. Potency, µM (series often up to 57.5 µM), for the others: top-dose activity change, negative = inhibition, most hits filed as inhibitors. 280,000 tested, 0.036% active; active means well fitted inhibition curve with a large enough effect in the signal ratio, with a control signal flat, not every such curve was filed as active; inconclusive means small, poorly fitted or top-dose-only effect, or effect the other way, or a change in a side signal; inactive means no such curve, though single readings can be large or run the other way; the % refers to the signal ratio; further: potency means the concentration at half of the fitted maximal effect; on the % scale 0 is the no-effect control and ±100 the full control effect
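Ratiometric TR-FRET (665 over 545 nm, excitation 340 nm) tracks disruption of MBNL1-His/biotin-(CUG)12 complex after 60 min at room temperature, with compounds at 92 nM to 58 uM final.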
Mito fusion act = mitochondrial division inhibition or fusion activation | Potency, µM (series often up to 46.1 µM), for the others: at the top dose growth rescue (activation), usual class: activators | S. cerevisiae fusion-defective mutant growth rescue, CellTiterGlo 48 h | 320,000 tested, 0.23% active;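 further: potency means the concentration at half of the fitted maximal effect; % of control where 0% means no effect; nearly all actives have a fitted effect of over 45% in size; temperature-sensitive fusion mutants such as fzo1-1 at 37 °C on non-fermentable ethanol glycerol medium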
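S. cerevisiae fusion-defective temperature-sensitive mutants (e.g. fzo1-1, mgm1-5) grown 48 h at 37C in YPEG (ethanol/glycerol non-fermentable) medium with 23 nl compound per well; growth rescue read as CellTiterGlo luminescence.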
PTAP TSG101 blk = blocks PTAP/TSG101 interaction to inhibit HIV-1 budding. Potency, µM (highest dose often 115 µM), for inactives: at the highest dose activity change, negative = inhibition, hits mostly inhibitors. Q99816. Fluorescence polarization, FITC-PTAP peptide / Tsg101 binding. 340,000 tested, under 10 active; active means well fitted inhibition curve with a large enough effect in the main read-out, with a control signal flat, not every such curve was filed as active; inconclusive means small, poorly fitted or top-dose-only effect, or effect the other way, or a change in a side signal; inactive means no such curve, though single readings can be large or run the other way; further: potency means the concentration at half of the fitted maximal effect; % of control where 0% means no effect
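Tsg101 binding domain (10 uM final) was mixed with compound and a FITC-labeled PTAP peptide (50 nM final) in HEPES pH 7.5 buffer with NaCl, Tween 20, EDTA and TCEP; fluorescence polarization was read after 20 min at r.t.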
TCR activator = activates T cell receptor signaling | Potency, µM (top dose mostly 9.22 µM), for the others: top-dose activation of IL-2 secretion, hits mostly activators | AID 504894 | primary human leukocytes, anti-CD3, IL-2 HTRF, 48 h | 330,000 tested, under 10 active; further: % of control where 0% means no effect
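1) Mix primary human leukocytes, a-CD3 beads and compound. 2) Incubate 48 hr. 3) Add HTRF IL-2 reagents (a-IL-2-K, a-IL-2-d2).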
ASM inhibitor = human S-ASM enzyme inhibition; placental ASM, HMU-PC fluorogenic substrate, 60 min; 340,000 tested, 0.006% active; P17405; Potency, µM (highest dose often 57.5 µM), for the others: top-dose activity change, negative = inhibition, usual class: inhibitors; AID 504937; further: potency means the concentration at half of the fitted maximal effect
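Fluorogenic HMU-PC substrate (9 uM final) is turned over by placental ASM in 60 min at 37 C after a 10 min compound preincubation. Reaction ended by alkaline stop (pH 10), with fluorescence read at 386/447 nm.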
CXXC DNA block = MLL CXXC-DNA interaction inhibition; 290,000 tested, 0.037% active; MLL-CXXC / FITC-HOXA9 DNA fluorescence polarization; Q03164; Potency, µM (top dose mostly 115 µM), for inactives: at the top dose activity change, negative = inhibition, hits mostly inhibitors; active means well fitted inhibition curve with a large enough effect in the polarisation, with a control signal flat, not every such curve was filed as active; inconclusive means small, poorly fitted or top-dose-only effect, or effect the other way, or a change in a side signal; inactive means no such curve, though single readings can be large or run the other way; the % refers to the polarisation; further: potency means the concentration at half of the fitted maximal effect
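Steps: dispense CXXC domain solution (7 uM) → pin compounds or unlabeled HOX-A9 DNA control → 5 min ambient → add FLSN-HOX-A9 solution (50 nM) → spin → 30 min ambient → fluorescence polarization. Tris pH 7.5/NaCl/DTT/BSA buffer.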
Menin MLL FP TR = displaces Texas Red mutant MLL peptide from human menin. O00255. Menin + Texas Red MLL mutant peptide, fluorescence polarization. 270,000 tested, 0.23% active. Potency, µM (doses to about 61.6 µM), inactives show top-dose FP activity change, negative = inhibition, hits mostly inhibitors; active means well fitted inhibition curve with a large enough effect in the polarisation, with a control signal flat, not every such curve was filed as active; inconclusive means small, poorly fitted or top-dose-only effect, or effect the other way, or a change in a side signal; inactive means no such curve, though single readings can be large or run the other way; the % refers to the polarisation; further: potency means the concentration at half of the fitted maximal effect; % of control where 0% means no effect; many of its hits are not listed in these tables
An asterisk follows results filed as active; ? = inconclusive; nt = not tested or not shown; [ ] = another dose, or the depositor's remark. Unless noted, the call rests on the fitted dose curve; in most records, active means well fitted curve in the direction sought with a large enough effect; inconclusive means small, poorly fitted or top-dose-only effect, or another doubt; inactive means no such curve, though single readings can be large; an effect the other way counts as inactive or inconclusive. Only part of the results is shown; the hit share may differ from the screen's.

structure	TSHR antag	Integrin act MD	AT treatment	MBNL1-CUG inh	Mito fusion act	PTAP TSG101 blk	TCR activator	ASM inhibitor	CXXC DNA block	Menin MLL FP TR
CC1CN(C(=O)/C(C#N)=C2\N=C(NC(=O)c3ccccc3Cl)c3ccccc32)CC(C)O1 (stereo not drawn)	3.1	nt	-4.4%	nt	-0.2%	nt	-3.8%[46.1 µM]	nt	7.3%	-3.8%
COc1cc(NC(=O)C2CCCCC2)c(OC)cc1NC(=O)CCC(=O)NCc1ccco1	0.8	-15.5%[7.66 µM]	-6.1%	8.2%	-2.0%	-0.8%	0.4%	5.4%	-4.6%	-6.7%
O=C(CNC(=O)c1cccs1)c1ccc(Br)cc1	4.4	-7.9%	0.4%	-2.9%	5.3%	-1.0%	9.4%	-4.0%	0.0%	22.3%
COc1ccc(O)c(C(=O)c2cnn(C(=O)c3cccc(S(=O)(=O)N4CCOCC4)c3)c2)c1	-0.4	0.0%	13.0%	-6.5%	2.4%	-0.7%	4.8%	-0.7%	-3.3%	-7.5%
O=C1c2ccc(-c3ccc(Cl)c(C(F)(F)F)c3)cc2S(=O)(=O)c2cccc(C(=O)N3CCN(c4ccc(Cl)cn4)CC3)c21	2.7	11.0%	4.6%	nt	nt	-1.4%	4.4%	0.2%	nt	nt
O=C(CN1CCCCC1)NCC(=O)Nc1ccc(F)c(F)c1F	24.2	10.4%	5.8%	nt	-2.3%	-0.3%	11.4%	-2.4%	nt	nt
Cc1ccc(C2(C)NC(=O)N(CC(=O)Nc3ccc4c(c3)CCC4)C2=O)cc1 (stereo not drawn)	10.2	-21.0%	-11.0%	nt	2.5%	-8.1%	9.2%	-0.2%	nt	nt
CCCCN1C(=O)C(C(=O)OCC)CC2=C1CCCC2=O (stereo not drawn)	nt	-6.0%	nt	nt	nt	-0.3%	2.7%	1.6%	nt	nt
Cc1ccc(NC(=O)CSc2nc(N)cc(=O)[nH]2)cc1S(=O)(=O)N1CCCCCC1	-7.1	11.2%	9.8%	nt	nt	-4.6%	-24.1%[46.1 µM]	0.8%	nt	nt
CCC(C)NC(=O)CS(=O)Cc1nc(-c2cccc(OC)c2)oc1C (stereo not drawn)	-8.4	-0.1%	-6.6%	-6.1%	-1.6%	-1.0%	5.5%	-0.2%	-0.5%	-0.3%
COc1cc([C@@H]2CC=C(C(=O)O)[C@H](c3ccccc3)N2S(=O)(=O)c2ccc(C)cc2)cc(OC)c1OC	-9.4	-9.6%	0.9%	nt	-0.9%	-1.5%	5.4%	4.8%	nt	nt
CCc1nc(NCc2ccccn2)c2oc3ccccc3c2n1	-28.5	-50.6%[inhibitor]	13.9%	-6.5%	2.8%	-1.1%	3.6%	1.1%	5.1%	-15.4%
Cc1ccc(NC(=O)COC(=O)CNC(=O)c2ccco2)cc1	6.1	2.6%	0.3%	-2.9%	-4.4%	-4.1%	7.9%	-3.2%	7.3%	-0.3%
Cc1ccc(OCc2ccc(-c3ccccc3)cc2)c([N+](=O)[O-])n1	-5.4	0.0%	0.0%	12.7%	5.2%	0.4%	-1.3%	1.4%	20.0%	13.0%
COc1ccc(CNC(=O)C2CCN(C(=O)[C@@H]3Cc4ccccc4CN3)CC2)cc1	35.9	-16.2%	15.5%	-5.5%	5.9%	-6.7%	6.5%	4.0%	7.1%	-12.2%
O=C1OCC(Cn2c3ccccc3c3ccccc32)O1 (stereo not drawn)	-1.5	-0.1%	13.2%	-8.5%	4.8%	-1.5%	3.2%	0.1%	1.0%	12.3%
COCc1cc(SC2CCCCC2)nc(C)n1	-7.1	-0.8%	4.5%	-2.3%	7.0%	-1.0%	-5.6%	-0.7%	4.2%	6.0%
COc1cc2c(cc1OC)C(C)N(C(=O)CCNC(=O)c1ccccc1)CC2 (stereo not drawn)	0.1	-25.1%	3.0%	-4.2%	0.9%	-6.8%	-4.9%	-1.0%	?	nt
Nc1c(-c2ccc(Cl)cc2)nnn1-c1ccccc1	4.8	7.6%	-0.7%	2.6%	3.2%	1.3%	-0.5%	3.4%	9.6%	?
Cc1ccc(S(=O)(=O)N2CCCc3ccccc32)cc1C	0.9	-15.3%	6.2%	1.2%	-4.8%	1.6%	6.6%	-2.9%	-11.5%	-4.1%
CSc1ccc(NC(=O)N2CCC(C(=O)c3ccc(F)cc3)CC2)cc1	-8.2	-38.1%	-6.0%	0.9%	20.3%	-0.9%	1.9%	-8.7%	-15.7%	16.6%
CCn1ncc(C2C(C(=O)Nc3ccc(C)cn3)=C(C)NC3=C2C(=O)CCC3)c1C (stereo not drawn)	31.4	2.6%	8.5%	1.2%	-0.1%	-2.3%	-2.2%[46.1 µM]	395.2%[activator]	-1.2%	-0.8%
COc1ccc2c(c1)C(C)=CC(C)(C)N2S(=O)(=O)c1ccc(NC(C)=O)cc1	-5.0	-11.7%	-6.7%	7.6%	4.6%	-3.7%	2.8%	0.7%	0.2%	25.6%
CCN1CCc2c(C#N)c(NCc3ccccc3)nc(NCCO)c2C1	-3.6	-25.0%	2.1%	11.1%	-1.0%	-5.6%	nt	373.1%[activator]	5.6%	-1.8%
Cc1nc(CSc2nnc(C)s2)cs1	0.8	6.4%	11.7%	-15.6%	-4.1%	0.1%	-1.3%	1.8%	-4.9%	-8.8%
COc1ccc(C(=O)COC(=O)c2cnc(C)cn2)c(OC)c1	0.7	2.9%	0.3%	nt	-2.0%	-0.6%	-7.0%	1.9%	nt	nt
O=C(COC(=O)c1cc(C(F)(F)F)cc(C(F)(F)F)c1)NCc1ccc(Cl)cc1	4.8	22.4%	1.1%	-4.2%	-7.0%	2.0%	-5.3%[46.1 µM]	0.6%	11.4%	11.0%
Cc1ccc(C)c(S(=O)(=O)N2CCNCC2)c1	-1.2	-10.1%	-4.3%	-1.7%	-3.6%	-0.8%	3.7%	10.2%	-2.4%	-21.6%
O=c1c(-c2cnn(-c3ccccc3)c2)coc2cc(O)ccc12	-9.8	7.2%	2.2%	-4.4%	-3.7%	-5.5%	7.0%	26.9%	-9.7%	13.0%
CNCCCOc1ccc(Cl)cc1C(C)(C)C	-6.8	-64.5%[inhibitor]	7.8%	-3.0%	-6.7%	1.6%	-2.9%	-1.7%	-2.2%	-19.2%
Cc1ccccc1OCCn1c(=S)[nH]c2ccccc21	9.5	-10.7%	-7.6%	41.4%[activator]	-5.7%	-2.7%	-4.0%	-6.2%	0.1%	7.6%
COc1ccc(CCC(=O)Nc2cc3c4c(c2)CC(=O)N4CCC3)cc1	16.3	7.4%	nt	nt	-1.9%	1.7%	-1.6%	-1.5%	nt	nt
Nc1nnc(SCC(=O)OCC(=O)Nc2ccc(Br)cc2F)s1	-5.5	-33.5%[inhibitor]	3.9%	-7.3%	2.8%	-2.9%	-1.6%	2.9%	7.0%	2.4%
COc1ccc(C2=CC(c3ccc(OC)c(OC)c3)n3nnnc3N2)c(OC)c1 (stereo not drawn)	-10.2	-47.3%[inhibitor]	5.8%	19.5%	-3.6%	-20.4%	5.9%	79.1%[activator]	29.5%	0.1%
CCCCN(C)CCN1C(=O)C2C(C(=O)Nc3ccc(OC)cc3)C3C=CC2(O3)C1C(=O)NC1CCCCC1 (stereo not drawn)	6.6	31.0%	-10.3%	-3.2%	-4.4%	-0.9%	2.7%	-4.3%	2.8%	-27.9%
COc1ccc(NC(=O)C(C)N2C(=O)C3CC=C(Cl)CC3C2=O)cc1 (stereo not drawn)	2.6	18.7%	-1.5%	-0.7%	1.7%	nt	-0.3%	-3.8%	-7.9%	nt
COc1ccc(Nc2ncnc3c2cnn3Cc2ccccc2)cc1OC	-10.1	-23.3%	0.5%	4.0%	-1.2%	-5.0%	4.6%	-0.5%	-1.6%	16.8%
Cn1nccc1C(=O)NC1CCCc2c1cnn2-c1cc(F)cc(F)c1 (stereo not drawn)	14.7	-28.6%	?	-4.1%	4.7%	-10.7%	-0.6%	-7.6%	-24.9%	nt
COC(=O)c1ccc(NC(C)=O)o1	2.0	29.2%	1.6%	-1.3%	-1.7%	-7.2%	4.9%	3.3%	5.8%	32.1%[activator]
CCN1C(=O)C(C)S/C1=N\S(=O)(=O)c1ccc(F)cc1 (stereo not drawn)	-4.0	-2.2%	8.0%	-0.8%	-0.6%	-1.6%	4.1%[46.1 µM]	3.5%	-7.7%	-15.8%

Compound activity from PubChem.
